ASAP1 inh: inhibitors of human ASAP1 ArfGAP activity, primary screen, biochemical, fluorescence polarization; Arf-GAP with SH3 domain, ANK repeat and PH domain-containing protein 1 (Homo sapiens), …; ASAP1-stimulated ARF1 GTP hydrolysis, GDP FP detection; inhibition, % at 16.5 µM; 360,000 compounds, 0.19% hits; in the data active = inhibition above about 25%;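 note: 0% = vehicle with enzyme and substrate and 100% = no enzyme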
ARFGAP1 inh: inhibitors of rat ARFGAP1 GAP activity, primary screen, biochemical, fluorescence polarization, GDP tracer | 360,000 compounds, 0.26% hits | Arfgap1-stimulated ARF1 GTP hydrolysis, GDP FP detection | ADP-ribosylation factor GTPase-activating protein 1 (Rattus norvegicus), Q62848 | inhibition, % at 16.5 µM;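 active = inhibition above a per-plate limit, mean inhibition of low control wells plus 3 SD, cut at about 25% in these data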;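 note: 0% = DMSO wells with enzyme and 100% = wells lacking Arfgap1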
Target sequence (Q62848 1-136 limits assumed): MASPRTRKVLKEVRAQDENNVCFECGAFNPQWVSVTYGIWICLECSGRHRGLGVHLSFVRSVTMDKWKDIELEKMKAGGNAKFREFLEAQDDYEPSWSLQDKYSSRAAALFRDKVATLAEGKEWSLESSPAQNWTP
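system = rat Arfgap1 catalytic domain, aa 1-136 | technique = FP, GDP Alexa 633 tracer displaced from anti-GDP antibody, 620/688 nm | compound = one concentration, 16.5 µM, DMSO 1.26% | medium = HEPES-based buffer, pH 7.5 | timing = compound-enzyme preincubation 20 min, reaction 120 min, detection 60 min, 25 °C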
proKLK7 act: proKLK7 zymogen activators, primary screen, biochemical, fluorescence intensity | Kallikrein-7 (Homo sapiens), P49862 | purified proKLK7, EDANS-DABCYL substrate fluorescence; 100% is mature enzyme control, 0% vehicle | activation, % at 7 µM | 370,000 compounds, 0.9% hits | AID 652039, 2013;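 active = activation above the mean of all tested compounds plus 3 SD, computed per campaign excluding outliers beyond control limits, cut at about 13% in these data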
Target sequence (P49862 whole entry, looked up): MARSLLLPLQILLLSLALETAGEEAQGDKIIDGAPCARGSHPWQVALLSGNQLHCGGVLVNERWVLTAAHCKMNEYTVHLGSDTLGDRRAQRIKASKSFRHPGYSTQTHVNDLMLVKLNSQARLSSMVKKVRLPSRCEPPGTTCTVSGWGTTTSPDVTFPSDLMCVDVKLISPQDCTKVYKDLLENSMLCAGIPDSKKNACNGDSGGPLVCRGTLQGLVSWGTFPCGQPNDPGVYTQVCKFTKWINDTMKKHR
DDE Tn7 FP inh: inhibitors of Tn7 peptide binding to fibrin DD(E), primary screen, biochemical, fluorescence polarization, human fibrin, Tn7 probe; FP displacement of FITC-Tn7 peptide from fibrin DD(E); 0% = median of compound wells per plate; inhibition, % at 8.3 µM; 370,000 compounds, 0.13% hits; AID 720508, 2013;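 active = inhibition above the mean of compounds falling within the control limits plus 3 SD of them, cut at about 14% in these data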;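 note: 0% = plate median of compound wells and 100% = 10 µM Aha-Tn7 peptide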
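Assay system: human fibrin DD(E). Input: DD(E) 2 µM final. Medium: Tris buffer with calcium and detergent, pH 7.8. Compound dosing: single point at 8.3 µM. Timing: 10 min plus 3 h, room temperature. Technique: fluorescence polarization of the labelled Tn7 tracer. Read-out: percent inhibition. Replicates: singlicate testing.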
ADAM10 inh: human ADAM10 inhibitors, primary screen, biochemical, QFRET, HTS | inhibition, % at 7 µM | 370,000 compounds, 0.62% hits | recombinant ADAM10, EDANS/DABCYL FRET peptide cleavage, 3 h | Disintegrin and metalloproteinase domain-containing protein 10 (Homo sapiens), O14672 | AID 720582, 2013;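 active = inhibition above a per-campaign cutoff equal to the mean of compounds falling between control-based bounds plus 3 SD, cut at about 20% in these data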;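 note: 0% = DMSO wells while the 100% control is not disclosed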
ADAM17 inh: ADAM17 inhibitors, primary screen, biochemical, QFRET; Disintegrin and metalloproteinase domain-containing protein 17 (Homo sapiens), P78536; recombinant ADAM17, EDANS/DABCYL FRET peptide cleavage; inhibition, % at 6.95 µM; 370,000 compounds, 0.83% hits;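 active = inhibition above the mean of compounds lying between control limits plus 3 SD, set per campaign, cut at about 8.5% in these data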;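 note: 0% = DMSO-only wells as the low control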
Target sequence (P78536 215-824 limits assumed): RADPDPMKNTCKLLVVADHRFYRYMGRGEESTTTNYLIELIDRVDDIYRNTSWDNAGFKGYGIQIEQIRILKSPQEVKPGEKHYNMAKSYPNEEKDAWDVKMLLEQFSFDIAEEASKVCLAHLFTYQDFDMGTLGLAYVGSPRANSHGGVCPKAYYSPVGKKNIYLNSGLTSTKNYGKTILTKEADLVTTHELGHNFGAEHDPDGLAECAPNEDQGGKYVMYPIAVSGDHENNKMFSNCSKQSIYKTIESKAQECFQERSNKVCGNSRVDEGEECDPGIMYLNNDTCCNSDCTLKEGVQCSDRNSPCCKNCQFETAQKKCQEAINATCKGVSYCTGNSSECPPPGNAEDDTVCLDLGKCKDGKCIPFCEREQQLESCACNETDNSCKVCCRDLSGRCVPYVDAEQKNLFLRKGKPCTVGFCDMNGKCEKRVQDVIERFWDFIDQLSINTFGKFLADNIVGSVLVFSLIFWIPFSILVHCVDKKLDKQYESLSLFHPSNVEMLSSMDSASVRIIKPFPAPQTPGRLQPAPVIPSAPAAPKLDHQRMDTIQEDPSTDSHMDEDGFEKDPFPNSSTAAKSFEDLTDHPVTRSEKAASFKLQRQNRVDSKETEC
PLCg1 inh: PLC-gamma1 enzyme inhibitors, primary screen, biochemical, fluorescence, purified enzyme; fluorogenic substrate; 1-phosphatidylinositol 4,5-bisphosphate phosphodiesterase gamma-1 (Homo sapiens), P19174; AID 720700, 2013; 370,000 compounds, 0.84% hits; inhibition, % at 12.2 µM; in the data active = inhibition above about 9.5%
Tn6 DDE FP: inhibitors of Tn6 peptide binding to fibrin DD(E), primary screen, biochemical, fluorescence polarization, human fibrin, Tn6 probe; Fibrinogen beta chain (Homo sapiens), P02675; Fibrin DD(E) TRITC-Tn6 fluorescence polarization displacement; inhibition, % at 8.3 µM; 370,000 compounds, 0.21% hits; AID 720509, 2013;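 active = inhibition above a per-campaign cutoff: mean of compounds within control limits plus 3 SD, cut at about 15% in these data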;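 note: 0% = median of all compound wells on the plate and 100% = blocking peptide control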
LEDGF integ inh: blockers of LEDGF/p75-dependent integrase strand transfer – biochemical, TR-FRET, high throughput, primary screen; TR-FRET IN-LEDGF/p75 DNA integration, Eu/Cy5; inhibition, % at 3.7 µM; 370,000 compounds, 0.64% hits; AID 743269, 2014;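 active = inhibition above the screen-wide mean plus 3 SD, cut at about 13% in these data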;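 note: signal is the Cy5 over europium emission ratio at 671 and 618 nm; 0% = plate median of compound wells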
TDP2 inh: human TDP2 enzyme inhibitors, primary screen, biochemical, epi absorbance, recombinant enzyme | T5PNP hydrolysis, p-nitrophenol absorbance 415 nm | inhibition, % at 12.8 µM | 370,000 compounds, 0.34% hits | AID 720702, 2013;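 active = inhibition above the mean of all tested compounds plus 3 SD, set per campaign, cut at about 25% in these data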;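 note: 0% = DMSO with enzyme and 100% = buffer with substrate but no TDP2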
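System – recombinant human TDP2 · Amount – 120 nM TDP2 per well · Buffer or medium – Mg2+-containing Tris-HCl buffer, pH 7.5 · Reagent – T5PNP substrate, 5 mM · Dosing – 12.8 µM single point, 1% DMSO · Incubation – 2 h at 37 °C · Measured by – epi absorbance · Read-out basis – percent inhibition · Benchmarks – high control without enzyme, low control DMSO plus TDP2 · Repeats – singlicate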
* = called active by the depositor.

ADAM17 inh	proKLK7 act	DDE Tn7 FP inh	TDP2 inh	Tn6 DDE FP	ADAM10 inh	ASAP1 inh	LEDGF integ inh	PLCg1 inh	ARFGAP1 inh	smiles
-5	-0.5	1	-12	-5	0	10	4	3	-12	CCCCCOc1ccc(C(=O)Nc2ccc(N3CCOCC3)cc2N2CCOCC2)cc1
-3	-0.4	5	-13	11	-15	5	-2	0	-10	COc1ccc(C2=CCCCCC2)cc1OC
-1	-0.6	6	-5	-1	-10	-7	-4	-2	4	Cc1ccc(CN2C(=O)CCC2(C)c2nnnn2-c2c(C)cccc2C)cc1 (stereo unspecified)
5	0.2	-1	-10	2	7	7	0	12*	2	NS(=O)(=O)c1ccc(N/N=C/c2ccc[nH]2)c([N+](=O)[O-])c1
-6	0.1	-4	0	-1	6	-3	0	2	3	O=C(N=C1SC2CS(=O)(=O)CC2N1c1ccc(F)c(Cl)c1)C1CC1 (stereo unspecified)
-3	0.4	1	10	1	-2	-1	2	3	-2	Cc1ccc(C)n1-c1sc2c(c1C#N)CCC(C)C2 (stereo unspecified)
0	0.4	-8	-1	-3	7	12	3	5	11	CCOC(=O)N[C@@H](Cc1cccnc1)C(=O)N1CCC[C@H]1C(=O)NCCc1ccccc1Cl
-3	-0.8	8	-13	-5	1	14	-1	-1	6	O=C(NCc1ccncc1)C12CC3CC(CC(Cl)(C3)C1)C2
-3	-0.6	-2	-4	-1	-6	-2	6	5	6	Nc1nc(SCC(=O)NCc2ccc(F)cc2)[nH]c(=O)c1NC(=O)c1ccc(Cl)cc1
-3	0.7	6	2	-2	-8	-10	0	-1	-15	CSc1ccccc1C(=O)Nc1ncc(C)s1
1	0.1	-8	0	-8	-9	2	2	0	-2	COc1cc(C(=O)NNC2=NC(C)(C)Cc3cc(C)c(C)cc32)cc(OC)c1OC
-33	10	1	11	-3	-91	7	3	-64	11	Cn1c(=O)[nH]c(=O)c2cc(C(=O)c3cc(F)ccc3O)cnc21
-4	-0.1	-2	-6	8	-3	6	-1	-1	5	CCOc1ccc(CCNC(=O)CN2C(=O)NC3(CCc4ccccc43)C2=O)cc1OCC (stereo unspecified)
-9	-3.0	-4	4	-3	-11	8	-16	-104	6	Cc1ccc(NC(=O)NNC(=O)c2cc3ccccc3cc2O)cc1C
0	0.0	-4	3	0	-6	-3	0	1	-10	Cc1cc2cc(C)c3nnc(SCC(=O)N4CCN(C(=O)c5ccco5)CC4)n3c2cc1C
-5	-0.6	2	-4	4	1	2	-2	-4	-10	O=C(N/N=C/c1cc([N+](=O)[O-])ccc1O)c1cccc(NC(=O)c2cccc(Cl)c2)c1
0	-0.1	-2	10	-3	3	-2	-6	5	0	Cc1c(NC(=O)C(C)OC(=O)C(NC(=O)c2ccco2)C(C)C)c(=O)n(-c2ccccc2)n1C (stereo unspecified)
-1	-0.5	-6	7	-2	7	4	-2	-3	2	c1ccc2[nH]c(Cn3nnc4ccccc43)nc2c1
-3	-0.4	7	0	-3	-10	13	2	2	-6	COC(=O)C1=C(C)N(C)C(=NCc2ccc(OC)cc2)NC1c1ccc(C(F)(F)F)cc1 (stereo unspecified)
2	0.6	-6	-9	2	3	-1	-3	2	-2	CCOC(=O)c1cc(S(=O)(=O)NCc2ccco2)cn1C
5	0.1	0	-12	0	6	-11	3	5	-2	COc1ccc(NS(=O)(=O)c2cccc(C(=O)N3CCN(c4ccccc4O)CC3)c2)cc1
6	-0.6	2	-3	3	18	3	-4	5	5	COc1ccc2c(c1)OC[C@H]1[C@H]2N2C(=O)CN(Cc3ccc(F)cc3)C(=O)[C@@]2(C)[C@H]1c1ccccc1
-5	0.1	-5	-3	3	1	1	-2	1	-1	COc1ccc(-c2coc3cc(O)cc(O)c3c2=O)cc1
-2	-0.6	5	-3	-6	3	-2	-3	2	1	Cc1cccc2c1NC(=O)C2(O)N1CCCC(C)C1 (stereo unspecified)
3	-0.4	0	-1	6	12	-1	1	4	-4	O=C1NC(=O)C2(CCCCCC2)N1
-1	-0.5	-3	5	6	6	-5	0	2	14	Cc1sc2nc(CN(Cc3cccs3)C(=O)C3CC3)[nH]c(=O)c2c1C
1	0.2	4	6	5	-5	11	-4	1	10	CCn1ncc(/C=N/NC(=O)c2cc(Cl)ccc2OC)c1C
2	0.4	-5	-7	5	0	-14	-2	4	1	CCOC(=O)C1(CCc2ccccc2)CCN(C(=O)CCn2cncn2)CC1
1	-0.1	-3	4	1	7	-9	2	1	-6	O=C(NC(=S)NCCC1=CCCCC1)c1cncc(Br)c1
-5	0.2	7	1	-2	-9	-12	-1	2	0	CSc1cccc(CN2CCCC(CNC(=O)c3ccco3)C2)c1 (stereo unspecified)
-7	-1.2	5	-6	10	-8	8	-8	0	5	COc1ccc2c(C)nc(Nc3nc(-c4ccccc4)cc(=O)[nH]3)nc2c1
-1	-0.2	0	9	0	-6	-7	3	0	-1	Cc1cc(OCCOCCN(C)C)ccc1Cl
12*	0.4	0	-22	0	9	11	5	7	2	COC(=O)[C@]12C[C@H](CC(=O)NCc3ccc(C)o3)C(=O)N(Cc3ccccc3)C1=C[C@H](C1CCCC1)O[C@@H]2C
0	-0.6	2	1	5	-3	-2	4	-1	-4	COc1ccccc1CNC(=O)CN(c1cccc([N+](=O)[O-])c1)S(C)(=O)=O
-34	-0.7	8	12	6	-81	4	-1	-13	-14	CN(C)CCNc1ncnc2oc(-c3ccccc3)c(-c3ccccc3)c12
2	-2.2	-2	-8	5	5	-3	0	-9	-1	Clc1ccc(-c2nc3ccc(Br)cn3c2Cc2cccc(Cl)c2)cc1
-4	-0.1	0	3	-2	-10	-5	1	-2	-2	Cc1ccc(-n2nnc(-c3nccs3)n2)cc1
-8	0.0	0	-9	-1	-7	15	-9	-5	-10	Cc1cccnc1NC(=O)c1cc2ccccc2oc1=O
1	-0.1	0	-6	-3	-2	-3	4	1	-4	CC(C)CCN(C(=O)c1csnn1)C(C(=O)NC1CCCC1)c1ccc(F)cc1 (stereo unspecified)
3	0.6	-6	-7	0	1	13	1	-13	1	CN(C)c1ccc(/C=N/N(CCO)C2=NS(=O)(=O)c3ccccc32)cc1
-5	-0.5	9	5	1	-6	11	-3	3	3	O=C(CN1CCN(S(=O)(=O)N2CCCCC2)CC1)Nc1ccc(Br)cc1
-2	-1.4	6	-6	5	-7	6	-6	3	-8	COC(=O)Nc1cc(C)n(-c2ccccc2)n1
-2	0.5	3	-5	-6	-5	-1	0	-4	4	COc1cccc(CNC(=O)c2ccc(S(=O)(=O)N3CCOCC3)cc2)c1
3	0.4	3	-8	1	-16	3	-4	-1	10	CC1(C(=O)NC2CCCCC2)CCC(=O)N1CCOc1ccccc1 (stereo unspecified)
1	-0.3	5	-4	-2	4	-2	0	1	0	C=CCn1c(C)cc(C(=O)COC(=O)c2ccc(N)c([N+](=O)[O-])c2)c1C
1	-0.2	-6	4	3	0	4	-1	6	-15	CCOc1cccc(-c2nnc(SCC(=O)Nc3ccc(OC)c(OC)c3)n2N)c1
-1	0.0	-5	17	-2	3	-13	4	1	11	O=C(CNc1ccccc1N1CCCC1=O)Nc1cc(C(F)(F)F)ccc1-n1cncn1
-2	-0.5	1	-1	0	-8	8	-2	2	2	CN(C)c1ccc(N2CC(C)(C)C2=O)cc1
1	0.2	-2	-7	-6	5	-2	2	4	12	Cn1nc(NC(=O)C(F)(F)F)c2ncc(-c3ccc(Cl)cc3)nc21
-6	0.7	-2	2	2	-2	13	-2	0	-4	CCOC(=O)c1ccc(NC(=S)N2CCCC(C(=O)N3CCCC3)C2)cc1 (stereo unspecified)
0	0.6	-3	1	6	2	-4	-1	2	-7	COc1ccc(NC2CCCN(C(=O)COc3ccc(C)cc3)C2)cc1 (stereo unspecified)
-6	0.3	9	6	-1	-3	-4	-1	-5	-1	COc1ccccc1-n1c(=S)sc2c(=O)n(Cc3ccco3)c(SC)nc21
-5	1.7	4	-8	-8	-12	-5	-10	-4	2	COc1ccc(C(N)=O)c(OCC(=O)Nc2cc(C)on2)c1
-9	-1.9	0	1	-8	-38	-3	5	-118	13	O=C(O)c1ccccc1-c1ccccc1C(=O)Nc1ccc2oc(=O)c3ccccc3c2c1
-1	-0.1	-2	-5	10	4	5	-1	0	-3	O=C(NCc1cccnc1)C(=O)Nc1nc2ccccc2s1
-4	0.2	-3	2	0	-10	8	-3	-3	9	Cc1noc(C)c1CSCC(=O)Nc1nc2ccc(S(C)(=O)=O)cc2s1
-2	-0.1	-2	1	-2	-12	-9	-4	2	-2	Cc1ccc2ncccc2c1
-9	-0.3	4	2	-2	-5	-7	6	2	4	CC(=O)Nc1ccc(S(=O)(=O)N[C@@H](C)C(=O)OCc2cc([N+](=O)[O-])cc3c2OCOC3)cc1
-1	0.2	12	35*	2	4	-7	-1	0	-12	CC(=O)Nc1nc2cc([N+](=O)[O-])ccc2s1
2	-0.2	-6	7	-3	4	1	2	5	3	CC(=O)Nc1ccc(-c2nnc(SCc3ccccc3C#N)n2C)cc1

Quoted at random: 2 compounds from above, in no set order.
ADAM17 inh	proKLK7 act	DDE Tn7 FP inh	TDP2 inh	Tn6 DDE FP	ADAM10 inh	ASAP1 inh	LEDGF integ inh	PLCg1 inh	ARFGAP1 inh	smiles
1	-0.3	5	-4	-2	4	-2	0	1	0	C=CCn1c(C)cc(C(=O)COC(=O)c2ccc(N)c([N+](=O)[O-])c2)c1C
1	0.2	-2	-7	-6	5	-2	2	4	12	Cn1nc(NC(=O)C(F)(F)F)c2ncc(-c3ccc(Cl)cc3)nc21
